Screening results from PubChem BioAssay.
Nrf2 inh – blocks Nrf2 signaling | A549 ARE-Fluc reporter, luciferase luminescence, 18-24 h | Potency, µM (doses to about 46 µM), for inactives: top-dose activity change, negative = inhibition, actives largely listed as inhibitors | 360,000 compounds, 2.1% hits; also: % is scaled to controls: 0 for no effect and ±100 for the full control effect; nearly all actives have a fitted effect of over 60% in size
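Quantitative HTS in A549 cells stably bearing an antioxidant response element-firefly luciferase construct. Inhibition of Nrf2-driven transcription was scored by luminescence after 18-24 h of compound exposure at 37 °C.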
Nrf2 ARE act – activates Nrf2 signaling; AREc32 ARE-luciferase reporter (MCF7-derived line), luminescence, 24 h; Potency, µM (doses to about 46.1 µM), inactives show at the highest dose activation, usual class: activators; 410,000 compounds, 0.31% hits; also: % of control where 0% means no effect; nearly all actives have a fitted effect of over 65% in size
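AREc32 cells carrying an ARE-driven firefly luciferase reporter were seeded at 1000 cells/well in OPTI-MEM with 5% FBS, then exposed to compound for 24 hr at 37 deg C. Luminescence was read with Steady-Glo after 30 min at RT.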
MCF10A rerep – DNA re-replication induction in MCF 10a cells. MCF 10A DNA re-replication, Hoechst nuclear intensity, 48 h. Potency, µM (top dose mostly 46.1 µM), inactives show at the highest dose activity, positive = re-replication, usual class: activators. 350,000 compounds, 2.9% hits. AID 624296; also: % of control where 0% means no effect; nearly all actives have a fitted effect of over 50% in size
HepG2 tox – HepG2 cytotoxicity, counter-screen for TGF-b inhibitors | HepG2 CAGA-GFP viability, ATP luminescence, 18 h | Potency, µM (doses to about 46.1 µM), for inactives: top-dose activity change, negative = cytotoxicity, most hits filed as cytotoxic | 410,000 compounds, 0.76% hits | AID 588856; also: some results filed as inactive show a strong effect at the top dose
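HepG2 CAGA-GFP cells (1000/well, DMEM with 1% FBS) received compound, then TGF-beta at 500 pg/mL final, and were incubated 18 hours at 37 degrees C. Viability was read by CellTiter-Glo luminescence. Media-only wells were set as complete cell-killing and DMSO as no toxicity.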
ATXN viability – cell viability loss in ATXN counter-screen; S2 cells (HEK-293 line with an ATXN2-luciferase reporter) viability, CellTiter-Fluor protease fluorescence, 24 h; Potency, µM (top dose mostly 56.7 µM), hits mostly cytotoxic; 400,000 compounds, 0.49% hits; AID 651635; also: nearly all actives have a fitted effect of over 40% in size
EPAC2 antagonist – blocks human EPAC2 exchange factor. Q8WZA2. EPAC2 GEF exchange of Rap1B-BODIPY-GDP, fluorescence. Potency, µM (series often up to 114 µM), for the others: top-dose activity, negative = inhibition, hits mostly inhibitors. 360,000 compounds, 0.18% hits. AID 720708; also: % is scaled to controls: 0 for no effect and ±100 for the full control effect; nearly all actives have a fitted effect of over 45% in size; many of its hits are not listed in these tables
Target sequence (Q8WZA2 whole entry, looked up): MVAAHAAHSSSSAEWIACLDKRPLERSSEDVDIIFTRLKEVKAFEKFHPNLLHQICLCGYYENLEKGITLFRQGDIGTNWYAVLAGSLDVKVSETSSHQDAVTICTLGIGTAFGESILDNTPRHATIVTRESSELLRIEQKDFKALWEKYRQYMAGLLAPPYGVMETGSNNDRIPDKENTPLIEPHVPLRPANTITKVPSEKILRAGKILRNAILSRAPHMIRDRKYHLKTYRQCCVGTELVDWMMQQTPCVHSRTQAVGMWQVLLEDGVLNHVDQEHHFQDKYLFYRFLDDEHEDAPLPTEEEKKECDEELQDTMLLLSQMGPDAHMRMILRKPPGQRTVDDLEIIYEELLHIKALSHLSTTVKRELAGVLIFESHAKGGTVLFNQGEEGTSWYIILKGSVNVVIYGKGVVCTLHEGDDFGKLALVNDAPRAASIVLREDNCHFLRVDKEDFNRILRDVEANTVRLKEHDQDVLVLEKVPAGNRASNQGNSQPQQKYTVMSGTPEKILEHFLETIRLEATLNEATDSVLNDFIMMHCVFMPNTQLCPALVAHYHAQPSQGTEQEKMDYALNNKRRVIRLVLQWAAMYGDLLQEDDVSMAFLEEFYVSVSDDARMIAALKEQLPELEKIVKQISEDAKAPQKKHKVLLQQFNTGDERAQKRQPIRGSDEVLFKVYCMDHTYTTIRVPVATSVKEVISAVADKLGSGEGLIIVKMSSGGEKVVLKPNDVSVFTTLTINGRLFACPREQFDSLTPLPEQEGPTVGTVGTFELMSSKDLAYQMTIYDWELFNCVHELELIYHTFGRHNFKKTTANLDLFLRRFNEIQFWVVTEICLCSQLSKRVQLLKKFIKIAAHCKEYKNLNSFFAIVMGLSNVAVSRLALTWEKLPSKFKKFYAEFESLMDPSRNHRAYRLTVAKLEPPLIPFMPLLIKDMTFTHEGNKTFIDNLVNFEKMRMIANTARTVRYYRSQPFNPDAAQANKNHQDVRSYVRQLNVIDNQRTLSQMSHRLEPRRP
ATXN2 expr inh – inhibitors of ATXN2 expression; 360,000 compounds, 0.72% hits; HEK-293 ATXN2-luciferase reporter, luminescence, 24 h; Potency, µM (titrated, usually from 57 µM), for the others: top-dose activity change, negative = inhibition, hits mostly inhibitors; AID 1745845; also: % is scaled to controls: 0 for no effect and ±100 for the full control effect; nearly all actives have a fitted effect of over 55% in size
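ATXN2-luciferase reporter cells (luciferase flanked by upstream and downstream ATXN2 gene portions) were treated 24 h at 37 °C with compounds at up to 57 uM. SteadyGlo luminescence gave expression; GF-AFC fluorescence gave viability.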
A549 tox – A549 cytotoxicity, counter-screen for Nrf2 inhibitors; AID 504648; 390,000 compounds, 0.16% hits; A549 ARE-Fluc cells, CellTiter-Fluor viability, 18-24 h; Potency, µM (doses to about 46 µM), inactives show at the highest dose activity change, negative = cytotoxicity, hits mostly inhibitors; also: % is scaled to controls: 0 for no effect and ±100 for the full control effect
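A549 ARE-Fluc cells in 5% FBS OPTI-MEM, 5000 cells/well, rested 2 h then exposed to compounds in concentration-response for 18-24 h at 37 °C. Viability by CellTiter-Fluor fluorescence (Ex 405/Em 525) after 30 min; luciferase luminescence (BugLite, 15 min, RT) read afterwards.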
TGFb SMAD3 inh – blocks TGF-b signaling; 410,000 compounds, 1.2% hits; AID 588855; HepG2 CAGA-GFP TGF-b/SMAD3 reporter, GFP fluorescence, 18 h; TGF-beta stimulated, 500 pg/mL final; Potency, µM (doses to about 46.1 µM), without a hit: top-dose activity, negative = inhibition, hits mostly inhibitors; also: % is scaled to controls: 0 for no effect and ±100 for the full control effect; nearly all actives have a fitted effect of over 65% in size
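Per well, imaged GFP fluorescence of HEPG2 CAGA-GFP cells gives the signal; cells get compound, then TGF-beta (500 pg/mL final), 18 h at 37 degrees C; %Activity versus -TGF-beta and +DMSO controls.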
An asterisk follows results filed as active; i = inactive; ? = inconclusive; . = no result given; [ ] = remark or other dose. Calls follow the shape of the dose curve; as a rule, active = well fitted curve in the direction sought with a large enough effect; inconclusive = small, poorly fitted or top-dose-only effect, or another doubt; inactive = no such curve, though single readings can be large; an effect the other way counts as inactive or inconclusive. Potency is read from the fitted curve at half-maximal effect.

SMILES	Nrf2 inh	Nrf2 ARE act	MCF10A rerep	HepG2 tox	ATXN viability	EPAC2 antagonist	ATXN2 expr inh	A549 tox	TGFb SMAD3 inh
CC(OC(=O)C1CCC(=O)N1)C(=O)Nc1cc(Cl)cc(Cl)c1 (stereo not drawn)	-8%	0.3%[9.22 µM]	1%	-18%	i	-4%	-7%	3%	-4%
Cc1nc(SC(C)C(=O)NCc2ccc3c(c2)OCO3)nc(C)c1C (stereo not drawn)	0%	0.2%	-8%	2%	i	-5%	7%	0%	4%
CCN(C(=O)COC(=O)CC1CCCCC1)c1c(N)n(Cc2ccccc2)c(=O)[nH]c1=O	5%	-0.5%	0%	-5%	i	0%	-2%	-6%	-6%
COc1cc(C(=O)NCCC(=O)NC2CCCCCCC2)cc(OC)c1OC	-3%	-0.4%	1%	-1%	i	8%	0%	6%	-1%
CCOc1ccc(-n2c(Cc3cc(=O)[nH]c(=O)[nH]3)nnc2SCC(N)=O)cc1	2%	0.0%	16%	-14%	i	-9%	-1%	?	17%
N#Cc1ccc(OCC(=O)Nc2ccc(S(=O)(=O)N3CCOCC3)cc2)cc1	-15%	-0.6%	-1%	-2%	i	7%	-12%	-1%	-7%
CC(=C/C(=O)O)/C(=C/c1ccccc1)C(=O)O	?	0.0%	-3%	-9%	i	2%	-17%	1%	-15%
CC(=O)c1cccc(OCc2cc(C(=O)N3CCC(N4CCCCC4)CC3)no2)c1	10%	-0.3%	14%	1%	i	6%	6%	0%	-1%
CC(=O)Nc1ccc(NC(=O)C23CC4CC(C2)CC(n2cnc(Br)n2)(C4)C3)cc1	1%	0.0%	10%	2%	?	-3%	-16%	0%	15%
CN(/N=C/c1ccccc1Cl)c1ncc(Cl)cc1C(F)(F)F	?	0.0%	?	-13%	i	-2%	21%	0%	0%
COc1cc(CC(=O)OCC(=O)Nc2ccc3c(c2)OCO3)cc(OC)c1OC	1%	-0.4%	0%	-10%	i	9%	5%	0%	-1%
Cc1nn(C(C)c2n[nH]c(=S)n2-c2ccc(F)cc2)c(C)c1[N+](=O)[O-] (stereo not drawn)	-3%	-0.8%	8%	-29%	i	-8%	4%	-2%	6%
O=C(NCc1ccc2c(c1)OCO2)C1CC(=O)N(c2ccc(F)cc2)C1 (stereo not drawn)	?	-0.3%	0%	-17%	i	2%	11%	-3%	-10%
CCc1ccccc1-n1c(SCC(=O)Nc2ccc(C)cc2)nc2n[nH]c(C)c2c1=N	.	-0.8%	.	-42%	.	.	.	-18%	0%
Cc1nn(C)c(C)c1S(=O)(=O)N1CCC(CO)(Cc2ccc(Cl)cc2)CC1	?	-0.6%	-2%	-69%	i	-14%	-20%	-14%	0%
Cc1cccc(-n2c(=O)c3c(c4cc(C)ccc4n3C)n(CC(=O)Nc3ccc(C)cc3C)c2=O)c1	?	0.1%	.	4%	i	.	11%	1%	9%
COc1ccc(C/C(=N\O)c2ccc(OC)cc2)cc1	?	2.5%	1%	-7%	i	-3%	51%[activator]	4%	-6%
COC(=O)c1cc2sccc2n1Cc1ccccc1	13%	2.5%	.	-14%	i	.	5%	20%	-7%
O=C(Nc1ccc(Cl)cc1N1CCOCC1)C1CCCCC1	13%	-0.5%	-3%	-38%	i	-7%	-17%	12%	10%
Cc1ccc(-n2c(Cc3cccs3)nnc2SCC(=O)Nc2ccc(F)c(F)c2)cc1	23µM*	3.0%	?	-23%	i	-1%	-10%	-14%	-36%
NC(=NCCc1c[nH]c2ccccc12)NC(=O)c1ccc(F)cc1	-7%	7.4%	0%	-28%	i	-2%	-3%	-1%	?
N#C/C(=C\c1ccc(-c2ccc(Cl)c(C(=O)O)c2)o1)c1nc2ccccc2[nH]1	11%	3.6%	.	2%	.	.	.	-16%	31%[activator]
Cc1ccc(C(=O)N(C)CC(=O)Nc2ccc(F)c(F)c2F)o1	0%	-0.7%	-1%	-29%	i	19%	6%	1%	-11%
O=S(=O)(NCC1CCCO1)c1ccc2c(c1)OCCO2 (stereo not drawn)	-2%	-0.6%	2%	0%	i	-2%	5%	1%	-6%
O=C(Nc1ncnc2sc3c(c12)CCC3)c1ccco1	-2%	0.79µM*	?	-3%	i	-8%	4%	-4%	-1%
SMILES	Nrf2 inh	Nrf2 ARE act	MCF10A rerep	HepG2 tox	ATXN viability	EPAC2 antagonist	ATXN2 expr inh	A549 tox	TGFb SMAD3 inh
Cc1nnc(N2CCN(c3cccc(C(F)(F)F)c3)CC2)c2c1nnn2Cc1ccccc1	?	0.2%	.	-10%	i	.	-1%	0%	-18%
CCN(CC)C(=O)c1ccc(COc2ccccc2Br)o1	?	2.3%	3%	-23%	i	8%	14%	-3%	9%
CCC(=O)Nc1ccc(-c2nn3c(C)nnc3s2)cc1C	1%	-0.1%	-3%	-13%	i	-2%	19%	8%	17%
CC1CCCCN1S(=O)(=O)c1ccc2c(c1)CCN2C(=O)CCC(=O)O (stereo not drawn)	-15%	-0.4%	1%	1%	i	0%	2%	2%	-2%
Brc1cccc(-c2nnc3n2CCCCC3)c1	-2%	-0.1%	-1%	-37%	i	-2%	-1%	-8%	8%
CCCNC(=O)C1CCC(Cn2c(=O)c3sccc3n(Cc3cccc(OC)c3)c2=O)CC1 (stereo not drawn)	-9%	0.4%	.	3%	i	.	1%	-12%	4%
CON(C)C(=O)CCN(C(=O)OC(C)(C)C)c1ccccc1	-11%	0.3%	12%	0.56µM*	i	-9%	0%	1%	27%
COC(=O)c1cc(=O)n(CCc2ccc(OC)c(OC)c2)c(=Nc2ccc(F)c(Cl)c2)s1	23µM*	0.1%	3.3µM*	1%	?	8%	?	?	5%
O=C(COc1ccc([N+](=O)[O-])cc1)N/N=C/c1cc([N+](=O)[O-])ccc1N1CCOCC1	?	6.8%	9%	6%	?	-4%	-23%	-15%	-23%
O=C(Nc1ccc2c(c1)OCO2)C1CC(c2ccc(F)cc2)=NO1 (stereo not drawn)	2%	2.6%	?	1%	i	4%	0%	-1%	-2%
CCCCN(C)C(=O)c1sc(=O)n(Cc2cc(Cl)ccc2OC)c1C	.	-0.8%	.	-2%	i	3%	-29%	.	-27%
CCOC(=O)C1(C)CCN1C(=O)COc1ccccc1 (stereo not drawn)	.	-1.0%	.	2%	i	4%	8%	.	-12%
COc1ccc(-n2nc(C)cc2N)cc1	9%	-0.4%	10%	-34%	i	4%	19%	5%	-10%
Cn1nccc1C(=O)N/N=C/c1cccnc1	16%	1.7%	-2%	-42%	i	-2%	.	17%	8%
CCCc1nc(N)nc2c1C(=O)CC(C)(C)C2	22%	-0.2%	-5%	-3%	i	20%	-2%	3%	4%
Cn1c(CN2CCCC2)nc2cc(NS(=O)(=O)c3ccc(Cl)cc3)ccc21	-16%	-1.3%	19%	-24%	i	-6%	0%	-5%	-5%
CCOC(=O)c1c(C)[nH]c(C(=O)CSc2nnc(CC(C)c3ccccc3)o2)c1C (stereo not drawn)	-9%	0.3%	?	-41%	i	8%	-9%	-14%	-9%
O=C(NC1CCCCC1)C1c2ccccc2OCC(=O)N1CCCN1CCOCC1 (stereo not drawn)	.	0.2%	.	.	i	13%	10%	.	.
CCOc1cccc(CNn2cnnc2)c1OCc1ccccc1	8%	-0.4%	-3%	0%	i	1%	-23%	5%	-2%
Cc1ccc(NC(=O)CSc2nc3ncccc3[nH]2)cc1F	?	9.6%	.	-31%	.	.	.	4%	-25%
Cc1cccc(CSc2ccc(-c3ccco3)nn2)c1	?	5.6%	-2%	-5%	i	-1%	27%	-3%	-2%
CCn1c(/C=C/c2cc[n+](C)cc2)nc2ccccc21	-2%	-0.3%[9.22 µM]	0%	-3%	.	5%	0%	?	3%
CCC(=O)N1CCN(c2ccc(NC(=O)c3ccco3)cc2Cl)CC1	2%	3.5%	-2%	1%	i	15%	24%	-4%	4%
O=C(c1cccc(C(F)(F)F)c1)N1CCC(=O)N(C(CO)Cc2ccccc2)CC1 (stereo not drawn)	6%	-0.5%	3%	1%	i	-6%	1%	-3%	5%
O=C(CSc1nnc(CNC(=O)c2c(F)cccc2F)o1)c1ccccc1	-10%	2.2%	1%	-23%	i	-18%	-14%	6%	?

Shown with each value named: part of the list above.
Structure: CCC(=O)N1CCN(c2ccc(NC(=O)c3ccco3)cc2Cl)CC1
- Nrf2 inh: 2%
- Nrf2 ARE act: 3.5%
- MCF10A rerep: -2%
- HepG2 tox: 1%
- ATXN viability: i
- EPAC2 antagonist: 15%
- ATXN2 expr inh: 24%
- A549 tox: -4%
- TGFb SMAD3 inh: 4%
Structure: O=C(c1cccc(C(F)(F)F)c1)N1CCC(=O)N(C(CO)Cc2ccccc2)CC1 (stereo not drawn)
- Nrf2 inh: 6%
- Nrf2 ARE act: -0.5%
- MCF10A rerep: 3%
- HepG2 tox: 1%
- ATXN viability: i
- EPAC2 antagonist: -6%
- ATXN2 expr inh: 1%
- A549 tox: -3%
- TGFb SMAD3 inh: 5%

Next section:
SMILES	Nrf2 inh	Nrf2 ARE act	MCF10A rerep	HepG2 tox	ATXN viability	EPAC2 antagonist	ATXN2 expr inh	A549 tox	TGFb SMAD3 inh
COc1ccc(-c2nc3c(s2)CCc2onc(-c4ccc(OC)cc4)c2-3)cc1	12%	0.1%	4.1µM*	3%	i	11%	-3%	2%	-6%
O=C(NCc1ccccc1)C(c1ccccc1)N(Cc1cccs1)C(=O)c1cnccn1 (stereo not drawn)	-4%	0.4%	?	-6%	i	-2%	-10%	3%	7%
Oc1ccc(N=Nc2ccccc2C(F)(F)F)c2cccnc12	?	-1.1%	-2%	-21%	i	2%	.	-17%	-36%
Cc1ccc(/C(O)=C2\C(=O)C(=O)N(CC(C)O)C2c2ccc(N(C)C)cc2)cc1 (stereo not drawn)	-9%	-0.1%	4%	-16%	i	-6%[57.1 µM]	5%	-4%	?
COc1cccc(NC(=O)N(Cc2cn(C)c3ccccc23)C2CCCCC2)c1	3.3µM*	3.7%	.	-36%	?	.	?	?	?
COc1ccc2c(c1)cc(C(=O)O)n2C	3%	-0.4%	2%	-6%	i	7%	1%	-2%	0%
O=C(CN1CCN(c2ccc(F)cc2)CC1)OCc1ccccc1	-5%	-0.3%	-2%	-6%	i	-3%	-15%	26%	2%
Cc1ccc(OCCCN2CCOCC2)cc1	?	-0.3%	3%	-5%	i	-3%	18%	1%	-7%

The list is partial; the hit share may differ from the screen's.
